Compound activity deposited in PubChem BioAssay by National Center for Advancing Translational Sciences (NCATS).
BRCA1 expr act: activators of BRCA1 expression. MCF7-BRCA1-FFLuc reporter, luminescence, 48 h; response scale: scaled: vehicle 0%, 10 µM genistein 100%. AID 624202. Potency, µM (highest dose often 46.1 µM), for the others: top-dose activation, hits mostly activators. actives 1.1% (n = 380,000); also: nearly all actives have a fitted effect of over 80% in size; some results filed as inactive show a strong effect at the top dose
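Activators of BRCA1 expression were detected as increased firefly luciferase luminescence in engineered MCF7 cells after 48 h compound incubation. Signals were scaled to genistein 10 microM as full activation.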
FLuc modulator: firefly luciferase modulation, counter-screen for miR-21 project; Potency, µM (highest dose often 57.5 µM), for the others: top-dose activity change, negative = inhibition, most hits filed as inhibitors; purified FLuc, Km substrates, luminescence inhibition; actives 6.9% (n = 360,000); AID 588342; P08659;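 also: plate controls were vehicle for no effect and reference inhibitor for full effect; nearly all actives have a fitted effect of over 55% in size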
Target sequence (P08659 whole entry, looked up): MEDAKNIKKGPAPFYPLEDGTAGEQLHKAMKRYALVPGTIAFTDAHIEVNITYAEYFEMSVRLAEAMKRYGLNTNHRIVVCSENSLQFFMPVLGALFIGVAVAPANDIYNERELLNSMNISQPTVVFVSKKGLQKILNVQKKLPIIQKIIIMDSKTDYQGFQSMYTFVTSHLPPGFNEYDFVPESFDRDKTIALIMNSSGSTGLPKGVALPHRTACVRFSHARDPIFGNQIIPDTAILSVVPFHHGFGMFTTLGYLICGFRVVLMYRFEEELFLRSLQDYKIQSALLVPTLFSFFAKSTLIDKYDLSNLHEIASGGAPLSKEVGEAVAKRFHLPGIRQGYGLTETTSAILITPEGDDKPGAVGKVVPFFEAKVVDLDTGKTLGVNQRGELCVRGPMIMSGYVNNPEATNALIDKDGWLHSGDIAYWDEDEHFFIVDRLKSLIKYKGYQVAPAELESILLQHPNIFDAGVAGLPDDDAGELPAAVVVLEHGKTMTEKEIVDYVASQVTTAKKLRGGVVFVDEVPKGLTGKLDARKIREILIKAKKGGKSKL
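Purified P. pyralis luciferase, 10 nM final, with Km-level 10 uM D-luciferin and 10 uM ATP in 50 mM Tris acetate pH 7.5, 10 mM Mg acetate, 0.01% Tween-20, 0.05% BSA; 6-point qHTS titration about 60 µM downward; luminescence read.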
Numbers without * were called inactive; u = inconclusive; [ ] = another dose, or the depositor's remark. Calls follow the shape of the dose curve; as a rule, active = well fitted curve in the direction sought with a large enough effect; inconclusive = small, poorly fitted or top-dose-only effect, or another doubt; inactive = no such curve, though single readings can be large; an effect the other way counts as inactive or inconclusive. Potency is read from the fitted curve at half-maximal effect. An excerpt (hit frequency here may not be typical).

SMILES	BRCA1 expr act	FLuc modulator
CCOC(=O)c1c(NC(=O)CSc2cn(CCNC(=O)c3c(F)cccc3F)c3ccccc23)sc2c1CCCC2	-19%	1%
COCCCn1c(=N)c(C(=O)NC2CCCC2)cc2c(=O)n3ccccc3nc21	8%	-1%
COc1ccc(CN(C(=O)Nc2ccccc2)c2ccccn2)cc1OC	0%	-2%
Cc1ccc(-c2nnn3c2nc(NCc2ccc4c(c2)OCO4)c2ccccc23)cc1	6%	3%
COc1cccc(N2CCN(C(=O)C3CCN(S(=O)(=O)c4c(C)noc4C)CC3)CC2)c1	3%	1%
COCCCn1c(=N)c(S(=O)(=O)c2ccccc2)cc2c(=O)n3cccc(C)c3nc21	-31%	-2%
O=C1CS(=O)(=O)C2(C(=O)N(Cc3ccc(F)cc3)c3ccccc32)N1c1cccc(C(F)(F)F)c1 (configuration not stated)	20%	4%
CCCCCn1c(CCCNC(=O)c2ccccc2)nc2ccccc21	-27%	-11%
COc1ccc(NS(=O)(=O)c2ccc3c(c2)C(C(C)C)C(=O)N3)cc1 (configuration not stated)	4%	-6%
CCc1ccc(NC(=O)Cn2c(=O)n(CC3CCCO3)c(=O)c3cc(OC)c(OC)cc32)cc1 (configuration not stated)	14%	2%
CSc1nn(Cc2ccc(F)cc2)c(N(C(C)=O)C(C)=O)c1S(=O)(=O)c1ccccc1	2%	-7%
CCC(=O)N1CCCc2cc(S(=O)(=O)Nc3ccc(C)c(C)c3)ccc21	0%	-15%
COc1ccc(C)cc1NC(=O)CSc1nc(=O)n(Cc2ccco2)c2c1CCC2	5%	-14%
O=C(Cn1c(=O)n(CC2CCC(C(=O)NCCc3ccccc3)CC2)c(=O)c2ccccc21)Nc1ccccc1 (configuration not stated)	12%	-3%
CSc1cccc(Nc2cc(C(=O)NCCc3ccc(Cl)cc3)c3ccccc3n2)c1	-70%	-12%
CCOC(=O)c1cc(S(=O)(=O)Nc2ccccc2OCC)[nH]n1	2%	-18%
Cc1ccc(NC(=O)CCNS(=O)(=O)c2ccc3c(c2)CCN3C(=O)C2CC2)c(Cl)c1	-20%	-1%
Cc1ccc(C)c(N2CCN(C(=O)c3cc4cc5ccc(C)cc5nc4s3)CC2)c1	1%	2%
CCCCOC(=O)c1ccc(Nc2nc3ccc(C)cc3n3cnnc23)cc1	0%	u
CCc1ccccc1NC(=O)C1CCCN(C(=O)c2cnn(-c3ccccc3)c2-n2cccc2)C1 (configuration not stated)	-24%	-11%
O=C(CN1C(=O)COc2ccc(S(=O)(=O)N3CCOCC3)cc21)N1CCN(c2cccc(Cl)c2)CC1	2%	0%
CCC(=O)N1CCc2cc(Br)cc(S(=O)(=O)N3CCCC(C(=O)Nc4ccc(C(C)C)cc4)C3)c21 (configuration not stated)	0%	-6%
Cc1ccc(NCc2cc3cc4c(cc3n(CC(=O)Nc3ccc(F)cc3F)c2=O)OCCO4)cc1	0%	u
CC1CCc2c(sc(NC(=O)CCCOc3ccccc3)c2C(N)=O)C1 (configuration not stated)	-3%	4%
Cc1ccc(Cl)cc1N1CCN(C(=O)c2c(C)oc3ncnc(N4CCCCC4)c23)CC1	-52%	-9%
Cc1ccc(Cc2nc3ccccc3nc2SCC(=O)Nc2cccc(C(F)(F)F)c2)cc1	1%	2%
COc1ccc(-n2ccnc(NCCc3ccccc3)c2=O)cc1OC	-12%	-2%
COc1cc(Cl)c(C)cc1NC(=O)CN1c2ccccc2S(=O)(=O)c2ccccc21	-6%	-8%
Cc1cccc(OCC(=O)Nc2ccc3nc(Nc4cccc(Cl)c4)cc(C)c3c2)c1	-7%	-4%
CCOc1ccc(CCNC(=O)CCCc2cc(-c3ccc(OCC)cc3)on2)cc1	8%	-8%
COc1cccc(NC(=O)Cn2c(=O)n(Cc3ccc(C(=O)NCc4ccc(C)cc4)cc3)c(=O)c3ccccc32)c1	7%	4%
NCCc1nc2cccnc2n1-c1ccccc1	-5%	0%
CCn1cc(C(=O)NCCc2ccc(OC)c(OC)c2)c(=O)c2cc(S(=O)(=O)N3CCCCCC3)ccc21	1%	-2%
O=C(NCCCN1CCN(c2ccc(F)cc2)CC1)c1cc2c(Cl)nc3ccccc3c2s1	21%	0%
COc1cccc(NS(=O)(=O)c2ccc3[nH]cc(C(=O)NCCc4ccccc4)c(=O)c3c2)c1	4%	-1%
COCCCNc1nc2c(-c3cccc(Br)c3)nnn2c2ccccc12	-10%	-5%
O=C(CSc1nccn1Cc1ccc(F)cc1)NCc1ccc(F)cc1	-16%	-9%
CCCCOc1ccccc1NC(=O)Cn1c(-c2cncs2)nc2ccccc21	0%	-18%
O=c1c(NCCc2ccc(Cl)cc2)nccn1-c1ccccc1	0%	-10%
CC1(C(=O)Nc2ncc(Cc3ccc(Br)cc3)s2)Cc2ccccc2C(=O)O1 (configuration not stated)	-44%	-12%
COc1ccc(-c2nn3c(=O)cc(CN4CCN(C(=O)/C=C/c5ccccc5)CC4)nc3s2)cc1	0%	-1%
CC1=C(C(=O)NCc2ccccc2C)C2(CCCCC2)OC1=O	31%	-12%
COc1cccc(NC(=O)Cn2c(=O)n(Cc3ccc(F)cc3)c(=O)c3sc4ccccc4c32)c1	-12%	-2%
CCC(=O)N1CCc2cc(Br)cc(S(=O)(=O)N3CCN(c4ccccc4)CC3)c21	20%	-3%
CCSc1ncc(Cl)c(C(=O)Nc2sc3c(c2C(=O)NC)CCCC3)n1	14%	1%
CC(=O)OCc1cnc(C)c2oc(=O)c(C(=O)Nc3cccc(F)c3)cc12	3%	-3%
CCc1ccc(NC(=O)C2CCCN2S(=O)(=O)c2ccc3c(c2)CCCC(=O)N3)cc1 (configuration not stated)	-5%	-1%
O=C1CSC2(C(=O)N(Cc3cccc(F)c3)c3ccccc32)N1c1cccc(C(F)(F)F)c1 (configuration not stated)	-58%	3%
CCOC(=O)c1cccc(NC(=O)c2cc(S(=O)(=O)N3CCCCCC3)cn2C)c1	-65%	2%
COc1ccc(OC)c(C2CC(=O)Nc3c2c(=O)n(C)c2ncnn32)c1 (configuration not stated)	2%	-5%

Next part:
SMILES	BRCA1 expr act	FLuc modulator
Cc1ccc(C)c(NC(=O)Cn2c(=O)ccc3cc(S(=O)(=O)N4CCCC4)ccc32)c1	7%	1%
COc1ccc(-c2nnc(SCC(=O)N(C)Cc3ccccc3)o2)cc1OC	3%	u
O=C(NCCO)c1ccc(-c2nnc(Nc3ccc(OC(F)(F)Cl)cc3)c3ccccc23)cc1	-28%	1%
COc1cccc(CN2c3ccccc3-c3nc(SCC(=O)Nc4cccc(C)c4)ncc3S2(=O)=O)c1	-25%	-8%
CC1CCN(c2ccc(-c3nc(C(C)C)no3)cc2[N+](=O)[O-])CC1	0%	u
CCOC(=O)c1sc(NC(=O)c2nc3nc(C)cc(C(F)F)n3n2)c(C(=O)OC)c1C	0%	-1%
CCOc1ccc(C(=O)OCc2cc(=O)n3nc(C4CC4)sc3n2)cc1	-1%	-10%
COc1cccc(-n2ccnc2SCC(=O)Nc2cccc(C)c2C)c1	-12%	-1%
Cc1ccccc1Nc1sc(C(=O)c2ccc3c(c2)OCO3)c(N)c1S(=O)(=O)c1ccccc1	-52%	3%
Cc1cccc(C(=O)NCC(=O)OCc2cc(=O)n3nc(C4CC4)sc3n2)c1	12%	-2%
CCc1ccccc1NC(=O)C(CC)Oc1ccccc1-c1nnc(-c2ccccc2)o1 (configuration not stated)	0%	1%
CCc1cccc(C)c1NC(=O)c1cnn(-c2ccc(F)cc2)c1-n1cccc1	-13%	-10%
O=C(Nc1cccc(F)c1)C1CCN(c2nc3ccccc3nc2C(F)(F)F)CC1	-22%	-1%
Cc1cccc(CC(=O)NC2CC(=O)N(c3ccc4c(c3)OCCO4)C2)c1 (configuration not stated)	-2%	4%
CCc1ccc(OCCSc2nc(-c3cccc(C)c3)nc3cc(=O)[nH]n23)cc1	0%	-17%
Cc1cc(OC(C)C(=O)Nc2c(C(=O)c3ccc(F)cc3)oc3ccccc23)ccc1Cl (configuration not stated)	-8%	-1%
COc1ccc(-c2nn3c(=O)cc(CN4CCN(C(=O)c5ccc(OC)c(OC)c5)CC4)nc3s2)cc1	0%	-2%
CC1=C(C(=O)Nc2cc(Cl)ccc2C)C(c2cccs2)n2ncnc2N1 (configuration not stated)	10%	-3%
COc1ccc(C(=O)NCCn2cc(SCC(=O)Nc3ccc4c(c3)OCCO4)c3ccccc32)cc1	0%	u
COc1ccc(C)cc1S(=O)(=O)N1CCN(c2cccc(Cl)c2)CC1	-15%	-8%
COc1ccc(NC(=O)C2CCCN(S(=O)(=O)c3ccc4c(c3)CCCC(=O)N4)C2)c(OC)c1 (configuration not stated)	-10%	-3%
N#Cc1ccc(NS(=O)(=O)c2ccc(-c3cnc(C4CC4)o3)cc2)cc1	1%	u
Cc1ccccc1NC(=O)Cn1c(=O)n(CCCCC(=O)NCc2ccccc2Cl)c(=O)c2ccccc21	6%	-5%
CCc1ccc(-n2nc(C)c3c(C)cc(=O)n(CC(=O)Nc4cc(C)ccc4C)c32)cc1	1%	-4%
CCc1nn(CC(=O)Nc2ccc(C)c(F)c2)c(=O)c2cc3cc(C)ccc3n12	49%	-9%
O=C(Nc1c2c(nn1-c1ccc(Cl)cc1)CS(=O)(=O)C2)c1cccc(Cl)c1	-39%	-16%
CCCc1nn2c(=O)cc(COC(=O)c3ccco3)nc2s1	0%	u
CCn1c(=O)sc2cc(NC(=O)c3cccc(OC)c3)ccc21	73%	u
O=C(Cn1c(SCCOc2ccccc2Cl)nc2ccccc21)N1CCCCC1	-13%	-10%
Cc1cccc(C(=O)N2CCNC(=O)C2CC(=O)Nc2ccc(F)cc2)c1 (configuration not stated)	9%	0%

13 consecutive records out of the list so far, quoted:
SMILES	BRCA1 expr act	FLuc modulator
CC1=C(C(=O)Nc2cc(Cl)ccc2C)C(c2cccs2)n2ncnc2N1 (configuration not stated)	10%	-3%
COc1ccc(C(=O)NCCn2cc(SCC(=O)Nc3ccc4c(c3)OCCO4)c3ccccc32)cc1	0%	u
COc1ccc(C)cc1S(=O)(=O)N1CCN(c2cccc(Cl)c2)CC1	-15%	-8%
COc1ccc(NC(=O)C2CCCN(S(=O)(=O)c3ccc4c(c3)CCCC(=O)N4)C2)c(OC)c1 (configuration not stated)	-10%	-3%
N#Cc1ccc(NS(=O)(=O)c2ccc(-c3cnc(C4CC4)o3)cc2)cc1	1%	u
Cc1ccccc1NC(=O)Cn1c(=O)n(CCCCC(=O)NCc2ccccc2Cl)c(=O)c2ccccc21	6%	-5%
CCc1ccc(-n2nc(C)c3c(C)cc(=O)n(CC(=O)Nc4cc(C)ccc4C)c32)cc1	1%	-4%
CCc1nn(CC(=O)Nc2ccc(C)c(F)c2)c(=O)c2cc3cc(C)ccc3n12	49%	-9%
O=C(Nc1c2c(nn1-c1ccc(Cl)cc1)CS(=O)(=O)C2)c1cccc(Cl)c1	-39%	-16%
CCCc1nn2c(=O)cc(COC(=O)c3ccco3)nc2s1	0%	u
CCn1c(=O)sc2cc(NC(=O)c3cccc(OC)c3)ccc21	73%	u
O=C(Cn1c(SCCOc2ccccc2Cl)nc2ccccc21)N1CCCCC1	-13%	-10%
Cc1cccc(C(=O)N2CCNC(=O)C2CC(=O)Nc2ccc(F)cc2)c1 (configuration not stated)	9%	0%

Further records:
SMILES	BRCA1 expr act	FLuc modulator
CCn1nc(C)c(CCN(C)C(=O)Nc2cc(C)cc(C)c2)c1C	0%	4%
COc1ccc(Cl)cc1NC(=O)CN(c1cc(C)cc(C)c1)S(=O)(=O)c1c(C)n[nH]c1C	-72%[inhibitor]	4%
Cc1ccc(C(=O)CC2(O)C(=O)N(CCc3ccccc3)c3ccc(Br)cc32)cc1 (configuration not stated)	-54%	-12%
CS(=O)(=O)N(CC(=O)Nc1ccc(Br)cc1)c1ccccc1Br	-18%	-14%
CC1=C(C(N)=O)C(c2ccc(C(C)C)cc2)n2nc(SCc3ccccc3)nc2N1 (configuration not stated)	3%	-2%
O=C(CCCCn1c(=O)c2ccccc2n(Cc2ccccc2Cl)c1=O)NCc1ccc2c(c1)OCO2	1%	-9%
CCN(CC)C(=O)Cn1c(=O)cc(C)c2c(C)nn(-c3cccc(Cl)c3C)c21	-4%	-11%
COc1ccc(CCNC(=O)CCCCn2c(=O)c3ccccc3n(CC(=O)Nc3c(C)cccc3C)c2=O)cc1OC	-13%	0%
Cc1ccccc1NC(=O)Cn1cc(S(=O)(=O)c2ccccc2)c(=O)c2ccccc21	4%	-3%
COCCNC(=O)c1ccc(NC(=O)N2CCCCc3ccccc32)cc1	0%	-3%
O=C(COc1ccccc1)OCc1cc(=O)n2nc(-c3cccs3)sc2n1	0%	-6%
O=C(Cn1c(=O)n(Cc2ccc(C(=O)NCc3ccc4c(c3)OCO4)cc2)c(=O)c2ccccc21)Nc1ccc(F)cc1F	18%	4%
O=C(Nc1cc(-c2cccc(Cl)c2)nn1-c1ccccc1)c1ccccc1F	0%	u
Cc1ccc(CN2CCN(CC(=O)NCc3ccccc3Cl)C2=O)cc1	0%	0%
CC(=O)c1ccc(N2CCN(c3ncnc4onc(C)c34)CC2)cc1	0%	2%
